Exocytosis inh = LAMP-1 surface exposure blockers, TALL-104 cells – cell-based, flow cytometry, MLPCN library, primary screen | actives 0.66% (n = 360,000) | TALL-104 LAMP-1 surface exposure; cells stimulated with thapsigargin and PMA | inhibition, % at 10 µM;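 active means inhibition above about 55%, limit read from the data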
H9c2 protect = cardioprotection against H2O2-induced cell death, primary screen, uHTS, H9c2 cells, ATPLite luminescence; actives 0.63% (n = 360,000); protection from H2O2 cell death, % at 20 µM; H9c2 cardiomyocytes, H2O2 injury protection, 2 h; AID 588492, 2011;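 active means compounds giving at least 50% protection of heart cells from peroxide-induced death in the single-dose screen, raw or plate-pattern-corrected value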;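 further: 0% = DMSO wells with peroxide and 100% = DMSO wells without peroxide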
MC4R antagonist = MC4R antagonists of cAMP signaling, primary screen, cell-based, TR-FRET, antagonist arm of biased-ligand search; MC4R-expressing cells, MTII-stimulated cAMP, LANCE TR-FRET; inhibition, % at 6.5 µM; AID 540295, 2011; actives 0.48% (n = 360,000);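 active means inhibition above its plate's cutoff, the mean of tested wells on that plate plus 3 SD, cut at about 29% in these data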;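 further: 0% = Melanotan II alone and 100% = Melanotan II plus saturating MCL0020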
Target sequence (P32245 whole entry, looked up): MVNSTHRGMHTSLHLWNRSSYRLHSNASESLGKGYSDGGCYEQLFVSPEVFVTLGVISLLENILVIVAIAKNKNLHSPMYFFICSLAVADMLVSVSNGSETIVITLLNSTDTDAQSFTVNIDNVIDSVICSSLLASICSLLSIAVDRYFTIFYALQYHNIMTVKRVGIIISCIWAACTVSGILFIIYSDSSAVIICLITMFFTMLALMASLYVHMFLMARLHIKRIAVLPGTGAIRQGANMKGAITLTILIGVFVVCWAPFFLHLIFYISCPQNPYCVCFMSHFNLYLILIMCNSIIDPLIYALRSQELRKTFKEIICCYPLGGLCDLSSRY
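material = U2OS cells stably expressing human melanocortin 4 receptor (MC4R) | also added = Melanotan II challenge | dosing = single nominal compound dose of 6.5 µM | detection = TR-FRET with Eu-cAMP and labeled anti-cAMP, 671 nm | replication = singlicate | timing = compound 30 min, challenge 1 h, detection 1 h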
PDI turbidity = inhibitors of human PDI, primary screen, biochemical, turbidity, single point, plate reader; Protein disulfide-isomerase (Homo sapiens), P07237; PDI insulin aggregation turbidity, A650, 90 min; inhibition, % at 10 µM; actives 0.052% (n = 350,000); AID 588391, 2011;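 active means mean inhibition across replicates of 30% or more, whatever share of single replicates reach that level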;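 further: absorbance from insulin aggregation driven by PDI reduction with DTT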
Target sequence (P07237 whole entry, looked up): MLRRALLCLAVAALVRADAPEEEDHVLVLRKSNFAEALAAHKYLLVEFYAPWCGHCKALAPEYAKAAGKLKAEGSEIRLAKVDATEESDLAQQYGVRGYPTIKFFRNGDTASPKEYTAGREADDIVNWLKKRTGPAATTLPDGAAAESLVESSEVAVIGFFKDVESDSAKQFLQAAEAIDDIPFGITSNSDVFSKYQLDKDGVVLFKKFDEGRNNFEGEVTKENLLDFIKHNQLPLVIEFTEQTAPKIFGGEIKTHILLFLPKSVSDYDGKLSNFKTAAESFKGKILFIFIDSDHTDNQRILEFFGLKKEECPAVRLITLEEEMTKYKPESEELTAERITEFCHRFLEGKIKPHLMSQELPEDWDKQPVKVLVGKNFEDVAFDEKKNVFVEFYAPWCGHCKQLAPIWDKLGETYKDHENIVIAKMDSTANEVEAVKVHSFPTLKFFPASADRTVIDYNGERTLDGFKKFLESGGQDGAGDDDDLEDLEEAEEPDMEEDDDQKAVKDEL
MC4R ag barr = MC4R agonists recruiting beta-arrestin, primary screen, cell-based, luminescence, agonist arm of biased-ligand search. AID 540308, 2011. actives 0.98% (n = 360,000). U2OS MC4R beta-arrestin complementation; percent of melanotan II response, DMSO zero. Melanocortin receptor 4 (Homo sapiens), P32245. activation, % at 8.9 µM;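 active means activation above a per-plate cutoff, the mean activation of sample wells on that plate plus 3 SD, cut at about 8% in these data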
N-glyco inh = increase of ERlucT glycosylation luciferase signal, primary screen, N-linked glycosylation inhibitor project, D54 ERlucT cells, luminescence, set 2 | D54 ERlucT glycosylation luciferase reporter, 24 h; percent of 100 nM tunicamycin response | reporter increase, % at 12.5 µM | actives 0.23% (n = 360,000);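 active means mean luciferase reporter signal, scaled so untreated is 0 and the glycosylation-blocking control 100, at or above a set limit in every replicate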;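 further: luciferase carries N-glycosylation sites so blocking glycosylation raises the light; 0% = median of neutral control wells and 100% = median of 100 nM tunicamycin wells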
CaV13 FRET inh = Disruptors of the CACNA1D IQ motif to Ca2+-dependent inactivation inhibitor domain association, primary screening, Förster resonance energy transfer in intact living …. HEK cells, CFP/YFP FRET ICDI-IQ, plate reader, 10 min; percent FRET-ratio fall versus neutral wells. inhibition, % at 12.3 µM. actives 0.098% (n = 340,000);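 active means mean replicate inhibition of at least 30% and at least 1% of replicates passing that level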;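 further: 0% = median of the neutral control wells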
ABCB6 inh 2 = ABCB6 transporter inhibitors, primary screen, K562-ABCB6 cells, flow cytometry, MLPCN library. fluorescence ratio to DMSO, % at 10 µM. AID 602162, 2011. actives 0.19% (n = 360,000). ATP-binding cassette sub-family B member 6 (Homo sapiens), Q9NP58. K562-ABCB6 porphyrin accumulation, 1 h; active compounds read low;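 active means fluorescence ratio to DMSO below 75%, the collection mean minus 3 SD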;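 further: signal is porphyrin accumulated inside mitochondria; 100% equals median channel fluorescence of DMSO control wells; lower ratio means ABCB6 inhibition with less porphyrin fluorescence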
ABHD5 PLIN5 PPI = ABHD5-PLIN5 interaction inhibitors, primary screen, cell lysate, split luciferase complementation, luminescence | Split G. princeps luciferase complementation, 4 h | actives 0.78% (n = 360,000) | inhibition, % at 4 µM | Perilipin-5 (Homo sapiens) + 1-acylglycerol-3-phosphate O-acyltransferase ABHD5 (Homo …;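 active means inhibition above the mean inhibition across every tested compound plus 3 SD, cut at about 22% in these data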;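 further: 0% = DMSO only wells and the 100% control is not disclosed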
HTR2A ag = mouse Htr2a agonists via beta-arrestin recruitment, primary screen, cell-based, luminescence. 5-hydroxytryptamine receptor 2A (Mus musculus), P35363. CHO-K1 mHTR2A beta-arrestin complementation; percent of 30 µM serotonin response. activation, % at 7.6 µM. actives 0.66% (n = 360,000). AID 624169, 2012;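 active means activation above a run cutoff, the mean activation of all tested compounds plus 3 SD, cut at about 14% in these data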;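 further: 0% = plate median of compound wells and 100% = 30 µM serotonin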
An asterisk follows results filed as active.

Results for O=C(Nc1cccc(C(F)(F)F)c1)c1cccnc1N1CCN(CCO)CC1 ?
Exocytosis inh: -1; H9c2 protect: -2; MC4R antagonist: 4; PDI turbidity: 21; MC4R ag barr: 0.7; N-glyco inh: 3; CaV13 FRET inh: -6; ABCB6 inh 2: 94; ABHD5 PLIN5 PPI: 4; HTR2A ag: -3

What do the screens show for `O=C(Nc1cccc(Br)c1)c1cc2ccccc2o1`?
Exocytosis inh: -3; H9c2 protect: -11; MC4R antagonist: -5; PDI turbidity: 1; MC4R ag barr: 3.3; N-glyco inh: -6; CaV13 FRET inh: -8; ABCB6 inh 2: 101; ABHD5 PLIN5 PPI: -6; HTR2A ag: -4

How did O=C(NCC1CCCN(Cc2cccc(C(F)(F)F)c2)C1)c1ccc(F)cc1 (centres undefined) do in these assays?
Exocytosis inh: -1; H9c2 protect: 5; MC4R antagonist: 5; PDI turbidity: 13; MC4R ag barr: 0.0; N-glyco inh: -2; CaV13 FRET inh: -15; ABCB6 inh 2: 90; ABHD5 PLIN5 PPI: -2; HTR2A ag: -8

What do the screens show for `COc1ccc(NC(=O)COC(=O)/C=C/c2cnc3ccccc3n2)cc1`?
Exocytosis inh: -1; H9c2 protect: 5; MC4R antagonist: 6; PDI turbidity: 10; MC4R ag barr: -0.6; N-glyco inh: 2; CaV13 FRET inh: 3; ABCB6 inh 2: 105; ABHD5 PLIN5 PPI: 0; HTR2A ag: -2

How did COc1ccc(NC(C)=O)cc1S(=O)(=O)N(C)Cc1c(C)nn(-c2ccccc2)c1C do in these assays?
Exocytosis inh: 0; H9c2 protect: 6; MC4R antagonist: 1; PDI turbidity: 0; MC4R ag barr: -0.8; N-glyco inh: -1; CaV13 FRET inh: -5; ABCB6 inh 2: 99; ABHD5 PLIN5 PPI: 12; HTR2A ag: -3

How did CC(Oc1ccc(Br)cc1)C(=O)NC1CCCCCC1 (centres undefined) do in these assays?
Exocytosis inh: -1; H9c2 protect: 6; MC4R antagonist: 3; PDI turbidity: 0; MC4R ag barr: 0.8; N-glyco inh: -1; CaV13 FRET inh: -6; ABCB6 inh 2: 92; ABHD5 PLIN5 PPI: 2; HTR2A ag: -3

Results for Cn1c(NCCCN2CCOCC2)nc2c1c(=O)n(Cc1ccc(Cl)cc1)c(=O)n2C ?
Exocytosis inh: -2; H9c2 protect: 15; MC4R antagonist: 6; PDI turbidity: 3; MC4R ag barr: -2.8; N-glyco inh: 1; CaV13 FRET inh: -3; ABCB6 inh 2: 105; ABHD5 PLIN5 PPI: 7; HTR2A ag: -5

Results for COC(=O)c1ccc(CN=C(NS(=O)(=O)c2ccccc2)c2ccccc2)cc1 ?
Exocytosis inh: 5; H9c2 protect: -5; MC4R antagonist: 5; PDI turbidity: -21; MC4R ag barr: -2.1; N-glyco inh: -5; CaV13 FRET inh: -2; ABCB6 inh 2: 92; ABHD5 PLIN5 PPI: 3; HTR2A ag: -2

What do the screens show for `CC(=O)c1ccccc1C(=O)N(C)C1CCCN(Cc2ccccc2F)C1` (centres undefined)?
Exocytosis inh: 15; H9c2 protect: 2; MC4R antagonist: 7; PDI turbidity: 0; MC4R ag barr: 1.4; N-glyco inh: 2; CaV13 FRET inh: -5; ABCB6 inh 2: 100; ABHD5 PLIN5 PPI: 5; HTR2A ag: 2

Results for O=C(CCCCCN1C(=O)c2ccccc2C1=O)NCc1ccccn1 ?
Exocytosis inh: 0; H9c2 protect: 1; MC4R antagonist: 5; PDI turbidity: 16; MC4R ag barr: 0.8; N-glyco inh: -6; ABCB6 inh 2: 100; ABHD5 PLIN5 PPI: 4; HTR2A ag: -2

What do the screens show for `Cc1ccc(NC(=O)c2ncn(CCCN(CCCn3cnc(C(=O)Nc4ccc(C)c(C)c4)n3)Cc3ccc4[nH]ccc4c3)n2)cc1C`?
Exocytosis inh: 16; H9c2 protect: -5; MC4R antagonist: 13; PDI turbidity: -1; MC4R ag barr: 0.0; N-glyco inh: 0; CaV13 FRET inh: -10; ABCB6 inh 2: 98; ABHD5 PLIN5 PPI: 1; HTR2A ag: 0

What do the screens show for `Cc1ccc(S(=O)(=O)N2CCN(C(=O)COC(=O)COc3ccc(Cl)cc3)CC2)c(C)c1`?
Exocytosis inh: -5; H9c2 protect: 2; MC4R antagonist: 0; PDI turbidity: 4; MC4R ag barr: 1.2; N-glyco inh: 1; CaV13 FRET inh: -5; ABCB6 inh 2: 94; ABHD5 PLIN5 PPI: 4; HTR2A ag: 10

What do the screens show for `Cc1ccc(CN2Cc3cccc4c3[C@@H](CC2=O)[C@H](O)[C@H](O)C4)cc1`?
Exocytosis inh: -2; H9c2 protect: 9; MC4R antagonist: 12; PDI turbidity: -3; MC4R ag barr: -0.7; N-glyco inh: 0; CaV13 FRET inh: -12; ABCB6 inh 2: 98; ABHD5 PLIN5 PPI: 3; HTR2A ag: 3

Results for Cc1ccc(S(=O)(=O)N2C(c3ccc(Cl)c(Cl)c3)CC=C(C(=O)O)C2c2cccc(Cl)c2)cc1 (centres undefined) ?
Exocytosis inh: 4; CaV13 FRET inh: -8; ABHD5 PLIN5 PPI: -13; HTR2A ag: 3

How did CCc1ccc(NC(=O)C2CCN(S(=O)(=O)c3ccc4[nH]c(=O)ccc4c3)CC2)cc1 do in these assays?
Exocytosis inh: -2; H9c2 protect: 8; MC4R antagonist: 13; MC4R ag barr: 0.3; N-glyco inh: -1; CaV13 FRET inh: -2; ABCB6 inh 2: 107; ABHD5 PLIN5 PPI: 4; HTR2A ag: 3

How did Cc1c(CNC(=O)C2CCC(=O)N(CCc3ccccc3)C2)cnn1C (centres undefined) do in these assays?
Exocytosis inh: 49; H9c2 protect: 0; MC4R antagonist: 1; PDI turbidity: 12; MC4R ag barr: 0.1; N-glyco inh: 3; CaV13 FRET inh: -5; ABCB6 inh 2: 96; ABHD5 PLIN5 PPI: 10; HTR2A ag: 2

How did Cc1ccc(S(=O)(=O)c2nnn3c2nc(N2CCCCC2)c2ccccc23)cc1 do in these assays?
Exocytosis inh: -1; H9c2 protect: -4; MC4R antagonist: 12; PDI turbidity: -30; MC4R ag barr: -1.1; N-glyco inh: -2; CaV13 FRET inh: -2; ABCB6 inh 2: 91; ABHD5 PLIN5 PPI: -1; HTR2A ag: -2

Results for CC(=O)c1cccc(Nc2nc(-c3ccccc3)nc3ccccc23)c1 ?
Exocytosis inh: -8; H9c2 protect: 28; MC4R antagonist: 14; PDI turbidity: -5; MC4R ag barr: 5.2; N-glyco inh: -4; CaV13 FRET inh: -2; ABCB6 inh 2: 96; ABHD5 PLIN5 PPI: 4; HTR2A ag: 3

What do the screens show for `COc1ccccc1OCc1ccc(C(=O)Nc2ccncc2)o1`?
Exocytosis inh: -2; H9c2 protect: -10; MC4R antagonist: 5; PDI turbidity: 1; MC4R ag barr: -2.2; N-glyco inh: 1; CaV13 FRET inh: -4; ABCB6 inh 2: 94; ABHD5 PLIN5 PPI: 3; HTR2A ag: 3

Results for COc1ccccc1NS(=O)(=O)c1ccc(C(=O)N2CCN(c3ccccc3O)CC2)cc1 ?
Exocytosis inh: 2; H9c2 protect: -5; MC4R antagonist: 17; PDI turbidity: -2; MC4R ag barr: -2.9; N-glyco inh: -1; CaV13 FRET inh: -6; ABCB6 inh 2: 95; ABHD5 PLIN5 PPI: 0; HTR2A ag: -2

How did COc1cc(/C=C/C(=O)OCC(=O)N2CCCc3ccccc32)ccc1OC(F)F do in these assays?
Exocytosis inh: -1; H9c2 protect: -13; MC4R antagonist: 5; PDI turbidity: 3; MC4R ag barr: -4.2; N-glyco inh: 2; CaV13 FRET inh: -5; ABCB6 inh 2: 104; ABHD5 PLIN5 PPI: 4; HTR2A ag: 0

Results for CCOC(=O)N1CCN(Cc2ccc3c(c2)OCO3)CC1 ?
Exocytosis inh: -8; H9c2 protect: 6; MC4R antagonist: -1; PDI turbidity: -4; MC4R ag barr: -0.5; N-glyco inh: -1; CaV13 FRET inh: -4; ABCB6 inh 2: 94; ABHD5 PLIN5 PPI: 1; HTR2A ag: 37*

How did S=c1[nH]nc(CSCc2ccc(Cl)cc2Cl)n1-c1ccccc1 do in these assays?
Exocytosis inh: 0; H9c2 protect: -2; MC4R antagonist: 6; PDI turbidity: -8; MC4R ag barr: 0.4; N-glyco inh: -2; CaV13 FRET inh: -8; ABCB6 inh 2: 102; ABHD5 PLIN5 PPI: -9; HTR2A ag: 5

How did COc1ccc(-n2ncc(N(C)n3cccc3)c(Cl)c2=O)cc1 do in these assays?
Exocytosis inh: 3; H9c2 protect: -19; MC4R antagonist: 17; PDI turbidity: -8; MC4R ag barr: -0.5; N-glyco inh: -4; CaV13 FRET inh: -5; ABCB6 inh 2: 97; ABHD5 PLIN5 PPI: 2; HTR2A ag: 0

What do the screens show for `COC(=O)[C@H](CC(C)C)NC(=O)/C=C/[C@H]1O[C@@H](n2ccc(=O)[nH]c2=O)[C@H](O)[C@@H]1O`?
Exocytosis inh: 3; H9c2 protect: 2; N-glyco inh: 2; CaV13 FRET inh: -3; ABCB6 inh 2: 99; ABHD5 PLIN5 PPI: 10; HTR2A ag: -2

Results for O=C(c1cc(COc2ccc3ncccc3c2)on1)N1CCCC(O)C1 (centres undefined) ?
Exocytosis inh: 0; H9c2 protect: -8; MC4R antagonist: 4; PDI turbidity: 5; MC4R ag barr: -1.8; N-glyco inh: -1; CaV13 FRET inh: 6; ABCB6 inh 2: 95; ABHD5 PLIN5 PPI: -4; HTR2A ag: 0

What do the screens show for `COc1ccc(Cc2noc(-c3ccc(OC)c(OC)c3)n2)cc1OC`?
Exocytosis inh: -1; H9c2 protect: -3; MC4R antagonist: -4; PDI turbidity: -2; MC4R ag barr: -0.6; N-glyco inh: -1; CaV13 FRET inh: -9; ABCB6 inh 2: 90; ABHD5 PLIN5 PPI: 7; HTR2A ag: 5

Bioassay records as filed in PubChem BioAssay.
